Screening results as filed in PubChem.
MLLE-PAM2 inh: inhibitors of microRNA-mediated deadenylation, human PABP1 MLLE binding; 360,000 tested, 0.36% active; GST-MLLE / FITC-PAM2 fluorescence polarization; inhibition, % at 20 µM; P11940; in the data active means inhibition above about 35%, passing the limit was not always enough;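 further: plate controls were DMSO wells with GST-MLLE for no effect and wells lacking GST-MLLE protein for full effect; some results filed as inactive read as strong as hits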
Target sequence (P11940 whole entry, looked up): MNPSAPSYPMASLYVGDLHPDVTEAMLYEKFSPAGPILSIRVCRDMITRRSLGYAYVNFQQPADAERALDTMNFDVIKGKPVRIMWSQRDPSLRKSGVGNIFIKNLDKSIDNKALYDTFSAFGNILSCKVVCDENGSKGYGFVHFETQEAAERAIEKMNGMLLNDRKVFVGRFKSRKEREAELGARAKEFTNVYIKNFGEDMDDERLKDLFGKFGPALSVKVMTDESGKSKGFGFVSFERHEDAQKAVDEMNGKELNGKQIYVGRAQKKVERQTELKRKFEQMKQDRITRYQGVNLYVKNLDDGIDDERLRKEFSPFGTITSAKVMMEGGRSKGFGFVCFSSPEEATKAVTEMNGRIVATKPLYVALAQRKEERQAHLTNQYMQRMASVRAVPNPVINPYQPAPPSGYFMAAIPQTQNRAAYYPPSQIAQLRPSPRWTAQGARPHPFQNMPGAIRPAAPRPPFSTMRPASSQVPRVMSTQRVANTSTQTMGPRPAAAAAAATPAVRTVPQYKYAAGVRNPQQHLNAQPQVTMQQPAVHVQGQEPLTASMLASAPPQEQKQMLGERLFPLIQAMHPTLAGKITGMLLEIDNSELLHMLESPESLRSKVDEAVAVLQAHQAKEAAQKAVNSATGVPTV
MsrA act: activators of bovine methionine sulfoxide reductase A; activation, % at 10.6 µM; purified bovine MsrA, absorbance read-out; AID 602163; 360,000 tested, 0.3% active; in the data active means activation above about 7.5%;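 further: 0% = vehicle and 100% = reference activator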
TbMetRS inhib: blocks T. brucei methionyl-tRNA synthetase activity | purified T. brucei MetRS, ATP depletion, Kinase-Glo luminescence | AID 624268 | inhibition, % at 11.9 µM | 360,000 tested, 0.4% active;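 active means inhibition above a per-plate cutoff of the control wells' mean inhibition plus 3 SD, cut at about 5.5% in these data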;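 further: 0% = DMSO wells median and 100% = median of wells with control inhibitor compound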
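technique = Kinase-Glo luminescence, ATP depletion format | system = purified MetRS (methionyl-tRNA synthetase) enzyme from Trypanosoma brucei | timing = 15 min preincubation, 2 h reaction, all 25 °C | evaluation = percent inhibition versus plate control medians | dosing = single dose, 11.9 µM final nominal, 0.9% final DMSO | also added = substrates ATP, L-methionine and bulk Escherichia coli tRNA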
eLon inh: inhibitors of E. coli Lon protease | P0A9M0 | purified E. coli Lon protease, fluorescence polarization | inhibition, % at 7.94 µM | 360,000 tested, 0.42% active | AID 602123; in the data active means inhibition above about 13%, passing the limit was not always enough;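 further: 0% = enzyme with probe and DMSO and 100% = no enzyme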
MsrA inh: inhibitors of bovine MsrA; purified bovine MsrA, absorbance read-out; inhibition, % at 15.5 µM; 360,000 tested, 0.75% active; AID 651718; in the data active means inhibition above about 4.5%;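 further: 0% = vehicle wells with enzyme and 100% = reference inhibitor wells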
Rin1 Abl inh: inhibitors of human Rin1-Abl protein interaction; TR-FRET Rin1/Abl binding, biochemical; P00519+Q13671; 360,000 tested, 0.4% active; AID 588664; inhibition, % at 7.35 µM; in the data active means inhibition above about 5%, passing the limit was not always enough
FAS-TE inh: FAS thioesterase (human) inhibition; P49327; recombinant FAS-TE, OMFH fluorogenic substrate, fluorescence endpoint; inhibition, % at 15 µM; 360,000 tested, 0.67% active;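 active means compounds whose normalised, plate-corrected inhibition of enzyme fluorescence in the single-dose primary screen is 50% or more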;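 further: 0% = DMSO with enzyme and 100% = substrate without enzyme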
CSN inh: CSN deneddylation inhibition. 360,000 tested, 0.38% active. AID 651999. inhibition, % at 12.5 µM. Q92905. Purified CSN, SCF-Nedd8-OG deneddylation, fluorescence polarization;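 active means pattern-corrected inhibition above about 35%, with an unprinted fluorescence ratio check between 0.5 and 1.5, limit read from the data, passing the limit was not always enough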;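 further: 0% = enzyme with substrate and 100% = substrate without enzyme; some results filed as inactive read as strong as hits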
Target sequence (Q92905 whole entry, looked up, one chain of several): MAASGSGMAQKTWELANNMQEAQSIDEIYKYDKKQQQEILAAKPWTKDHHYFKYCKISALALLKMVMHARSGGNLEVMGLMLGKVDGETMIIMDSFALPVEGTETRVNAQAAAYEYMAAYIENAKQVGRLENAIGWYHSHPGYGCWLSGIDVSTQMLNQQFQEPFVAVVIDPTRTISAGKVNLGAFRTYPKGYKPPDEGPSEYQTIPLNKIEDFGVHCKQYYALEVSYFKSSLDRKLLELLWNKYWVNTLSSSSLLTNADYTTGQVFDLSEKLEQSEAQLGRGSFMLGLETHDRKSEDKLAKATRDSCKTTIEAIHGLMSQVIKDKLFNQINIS
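assay system = purified human Csn5 enzyme expressed in HEK293T cells | amount = 0.24 nM enzyme | buffer or medium = Tris/NaCl/DTT buffer, pH 7.5 | reagent = 10 nM SCFSkp2-Nedd8OG | compound = one concentration, 12.5 µM, 0.25% DMSO | times = 90 min reaction at room temperature | signal = FP | read-out basis = % inhibition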
Neddyl block: inhibitors of human cullin neddylation. P61081+Q13564. TR-FRET cullin neddylation, biochemical. calls only at 25 µM. 360,000 tested, 0.58% active; in the data active means inhibition above about 36%
An asterisk follows results filed as active; i = inactive; . = no result given; + = active, no number. This is a random part of the collection (roughly 4% active in at least one column).

SMILES	MLLE-PAM2 inh	MsrA act	TbMetRS inhib	eLon inh	MsrA inh	Rin1 Abl inh	FAS-TE inh	CSN inh	Neddyl block
COc1ccc(CC(NC(C)=O)C(=O)NC2CCN(C(=O)C3CCCCC3)CC2)c(OC)c1 (stereo not drawn)	-1	-1	-0.3	1	-0.1	3	-4	3	i
COc1ccc(/C=C/c2cc(C(=O)O)c3ccccc3n2)cc1	-7	-2	0.7	+	2.1	-6	-6	2	.
CC(=O)c1ccccc1NC(=O)C1CC(=O)N(c2ccc3c(c2)OCCO3)C1 (stereo not drawn)	-6	-4	-0.4	-4	0.0	-2	-5	-4	i
O=C(N/N=C/c1ccc(OC(=O)c2ccccc2Cl)cc1)c1ccc(O)cc1	-2	-1	0.3	0	0.9	-5	6	-6	i
COc1ccccc1CNC(=O)C1CC(c2cccc([N+](=O)[O-])c2)=NO1 (stereo not drawn)	-1	-8	0.1	13	-0.2	-2	28	-2	i
OC(c1ccc(F)c(F)c1)c1ncc(-c2ccc(F)cc2)[nH]1 (stereo not drawn)	-2	-2	0.1	-13	-0.9	-3	4	1	i
CCCNC(=O)c1cc(C2CCCCN2C(=O)c2cc(OC)c(C)c(OC)c2)on1 (stereo not drawn)	7	-10	-0.4	6	0.1	0	-2	1	i
Cc1c(C)n(CCC#N)c2ccc(Cl)cc12	7	-4	0.3	-10	-0.4	-2	8	-1	i
Cc1ccc(SC/C(O)=C(\C#N)c2nc3ccccc3s2)cc1	26	-2	-0.6	-5	0.9	-1	4	0	i
O=C1c2ccccc2C(c2nc3ccccc3[nH]2)N1Cc1ccco1 (stereo not drawn)	-8	-8	0.3	-8	-0.8	6	-1	0	i
COc1cc(NC(=O)c2ccc(Cl)cc2)c2ncccc2c1	-9	-1	-0.1	4	-1.0	1	6	1	.
Cc1cccc(N2CCN(C(C)C(=O)N3CCc4ccccc43)CC2)c1C (stereo not drawn)	-10	-2	-1.0	0	-1.2	4	20	-2	i
O=C(CNC(=O)c1cccs1)OCC(=O)c1ccc(Br)cc1	0	-12	-0.5	2	0.9	0	-3	-16	i
NCCCCCc1nnc(SCC(=O)Nc2cccc(Cl)c2)o1	13	-13	-1.0	-1	-1.7	-2	-3	-8	i
Cc1c(C(=O)N2CCOCC2)[nH]c2c1C(=O)CC(c1ccc(Cl)cc1)C2 (stereo not drawn)	-8	-7	-0.2	0	0.0	1	-4	-1	i
O=C(COc1ccc2c(c1)OCO2)Nc1ccc(Cl)cn1	10	-2	0.3	-2	0.6	-1	1	-7	i
CCc1ccc(N(C(=O)c2csnn2)C(C(=O)NC2CCCC2)c2cccnc2)cc1 (stereo not drawn)	3	-9	-1.2	-1	1.7	-1	3	3	i
CC1CCCC(C)N1C(=O)COC(=O)c1cc(Br)ccc1Cl (stereo not drawn)	-5	0	-0.1	-8	0.8	3	10	-2	i
Cc1nc2ccc(NC(=O)c3ccco3)cc2s1	-45	-1	-0.2	3	0.5	2	-1	-2	i
Cc1cccc(NC(=S)NC2CC3CCCC(C2)N3Cc2cccs2)c1 (stereo not drawn)	-26	-1	0.2	5	-0.3	3	2	3	i
CSCCC(NC(=O)C1CCC(C)CC1)C(=O)NCCN1CCOCC1 (stereo not drawn)	-3	-2	-0.2	0	0.7	-1	-2	1	i
c1ccc(COc2cccc(-c3cc4nc(NCc5cccs5)ccn4n3)c2)cc1	3	1	-0.1	-4	0.7	1	24	-2	.
CCOc1ccc(NC(=O)CN(C)C(=O)C2CC(=O)N(Cc3ccco3)C2)cc1OCC (stereo not drawn)	-21	0	-0.4	-4	0.2	2	-4	2	i
O=C(O)c1ccc(Nc2nc3c(s2)CCCC3)cc1	21	-1	-0.9	-5	3.5	-4	-6	7	i
CCOc1ccc(CN(C)Cc2cc(=O)oc3c(C)c(C)ccc23)cc1OC	7	1	0.0	-2	1.5	-2	20	3	i

Part of the list above, in CSV form:
canonical_smiles,MLLE-PAM2 inh,MsrA act,TbMetRS inhib,eLon inh,MsrA inh,Rin1 Abl inh,FAS-TE inh,CSN inh,Neddyl block
CCCNC(=O)c1cc(C2CCCCN2C(=O)c2cc(OC)c(C)c(OC)c2)on1 (stereo not drawn),7,-10,-0.4,6,0.1,0,-2,1,i
Cc1c(C)n(CCC#N)c2ccc(Cl)cc12,7,-4,0.3,-10,-0.4,-2,8,-1,i

(further entries)
SMILES	MLLE-PAM2 inh	MsrA act	TbMetRS inhib	eLon inh	MsrA inh	Rin1 Abl inh	FAS-TE inh	CSN inh	Neddyl block
Cc1cccc(OCCNc2ccc(C(F)(F)F)cc2[N+](=O)[O-])c1	-5	-2	0.2	0	-0.2	2	4	-7	i
Cn1nc(C(=O)N2CCN(c3ccc(Cl)cc3)CC2)c2c1-c1ccccc1S(=O)(=O)C2	-1	-5	0.1	1	1.4	1	19	-1	i
Cc1ccc(SC(C)C(=O)Nc2ncn[nH]2)cc1 (stereo not drawn)	-3	4	-0.2	-5	0.0	0	-6	0	i
CN(Cc1ccccc1)C(=O)c1cccnc1	3	-9	-0.7	-5	0.1	1	-5	1	i
CCCn1c(SCC(=O)N2CCN(c3ccc(OC)cc3)CC2)nc2c1c(=O)n(C)c(=O)n2C	-1	-2	-0.3	-3	-1.6	-1	-6	2	i
CN(c1ccccc1)S(=O)(=O)c1ccc(C(=O)N2CCc3ccccc3C2)cc1	-1	-3	-0.6	-7	-0.8	5	27	-2	i
CCc1ccc(NC(=O)/C(C#N)=C/c2cc3ccc(C)cc3nc2N2CCOCC2)cc1	-18	-4	1.1	8	1.0	2	6	30	i
O=C(Nc1ccc2ccccc2n1)Nc1cccs1	-8	-2	-0.3	-3	-0.8	-2	-4	3	i
O=C(CSc1nnc(NCc2ccccc2)s1)NC1CCS(=O)(=O)C1 (stereo not drawn)	-14	-4	0.1	-13	1.0	0	-4	-5	i
c1ccc(N=Nc2ccc(C3=NCCO3)cc2)cc1	-6	-1	-0.2	7	2.7	-6	3	-2	i
COCCC(=O)N1CCC(Oc2ccc(C(=O)N(C)Cc3cc(C)no3)cc2)CC1	-1	-4	-0.2	-10	-0.5	1	-7	0	i
Cc1ccc(C(=O)N/N=C/c2cc(Br)ccc2O)cn1	-2	-2	-0.2	-3	1.2	-1	21	1	i
O=[N+]([O-])c1cc(Oc2cccnc2)cc([N+](=O)[O-])c1	3	0	-0.3	4	0.2	-6	-9	-1	i
Cc1ccccc1C(=O)N1CCC(n2nccc2NC(=O)C2CC2)CC1	-3	-2	-0.3	5	.	5	-5	-2	i
CC(=O)N[C@@H](CC(=O)N[C@H](CCC(=O)O)C(=O)O)C(=O)O	2	-3	-1.4	3	2.9	3	-2	-4	i
O=C(Nc1ccc2c(c1)OCO2)C1CCCN(c2nc3ccccc3s2)C1 (stereo not drawn)	8	0	0.1	-3	.	0	11	0	i
CC(=O)N(C)c1ccc(NC(=O)CCN2C(=O)c3ccccc3C2=O)cc1	0	0	0.0	-2	0.5	0	-6	-3	i
CCCCn1c(CCC(=O)O)ccc1-c1cccs1	-5	-9	-0.3	-11	1.3	-2	2	1	i
Cc1ccccc1CSc1nnc([C@@H]2CCCN2)o1	1	-10	-0.5	3	-0.7	3	-3	-2	i
O=C1NC2(CCCCC2)C(=O)N1c1ccccc1	-5	-2	-0.2	-9	0.9	1	-6	-3	i
O=[N+]([O-])c1ccc(Oc2cc(NC3CCCCCCC3)c([N+](=O)[O-])cc2[N+](=O)[O-])cc1	6	0	0.4	4	0.4	4	34	-7	i
O=C(CCN1C(=O)c2cccc3cccc(c23)C1=O)N1CCN(c2ccccc2F)CC1	9	-3	-0.3	0	-1.0	0	-1	-3	i
Cc1cc2ccccc2n2c(SCC(=O)N3CCc4ccccc4C3)nnc12	-63	-2	0.1	-8	-0.7	-1	1	4	i
CC(CC1CC(C)(C)OC1=O)C(=O)Nc1nncs1 (stereo not drawn)	2	-1	-0.6	-7	-1.4	-1	-2	-3	i
O=C(c1ccccc1)c1ccc(COC(=O)c2cnccn2)cc1	9	-3	0.0	-2	1.2	-3	3	7	i

Brought forward from above: six compounds, then new ones.
SMILES	MLLE-PAM2 inh	MsrA act	TbMetRS inhib	eLon inh	MsrA inh	Rin1 Abl inh	FAS-TE inh	CSN inh	Neddyl block
O=C1NC2(CCCCC2)C(=O)N1c1ccccc1	-5	-2	-0.2	-9	0.9	1	-6	-3	i
O=[N+]([O-])c1ccc(Oc2cc(NC3CCCCCCC3)c([N+](=O)[O-])cc2[N+](=O)[O-])cc1	6	0	0.4	4	0.4	4	34	-7	i
O=C(CCN1C(=O)c2cccc3cccc(c23)C1=O)N1CCN(c2ccccc2F)CC1	9	-3	-0.3	0	-1.0	0	-1	-3	i
Cc1cc2ccccc2n2c(SCC(=O)N3CCc4ccccc4C3)nnc12	-63	-2	0.1	-8	-0.7	-1	1	4	i
CC(CC1CC(C)(C)OC1=O)C(=O)Nc1nncs1 (stereo not drawn)	2	-1	-0.6	-7	-1.4	-1	-2	-3	i
O=C(c1ccccc1)c1ccc(COC(=O)c2cnccn2)cc1	9	-3	0.0	-2	1.2	-3	3	7	i
CCOc1ccc(NC(=S)N2CCC(C(=O)c3ccc(F)cc3)CC2)cc1	-122	-3	-0.1	0	-1.7	-1	7	-1	i
COc1ccccc1-n1c(SC(C)C(=O)NCC2CCCO2)nc2cc(Cl)ccc2c1=O (stereo not drawn)	-8	-2	-0.3	-2	0.7	-4	5	1	i
O=C1[C@H]2CCC=C[C@H]2[C@H](c2ccccc2Br)N1Cc1ccccc1	8	2	-0.8	6	-0.1	-4	21	0	i
COc1cccc(CN(C)S(=O)(=O)c2c(C)noc2C)c1OC	-10	-6	0.0	9	-0.7	-2	-3	-3	i
CCOC(=O)c1[nH]c2ccccc2c1NC(=O)CC(C)C	7	-9	-1.1	1	1.1	3	-9	2	i
CC1=Nc2ccccc2N=C(NC(=O)c2ccccc2)C1c1ccc(Cl)cc1 (stereo not drawn)	-6	4	0.5	8	3.9	4	32	-23	i
COc1ccc2c(CC(=O)OCC(=O)Nc3ccc(C)cc3)coc2c1	10	-2	9.8*	-2	-0.3	3	17	-8	i
Cc1ccc(NC(=O)CSc2nnnn2C)cc1S(=O)(=O)N(C)C	4	-3	-0.2	9	1.3	1	-8	-16	i
COc1ccc(C2(C)NC(=O)N(CC(=O)NC3CC3)C2=O)cc1 (stereo not drawn)	-5	0	-0.1	-6	-0.2	4	-7	0	i
CC(C)COc1ccc(C(=O)N/C(=C\c2cccc([N+](=O)[O-])c2)C(=O)O)cc1	21	-1	-0.5	3	1.2	0	62*	4	i
COc1ccc(OC)c(/C=C2\SC(=S)N(NS(=O)(=O)c3ccc(C)cc3)C2=O)c1	-42	-5	-0.3	-49	2.9	4	-2	10	i
CCOC(=O)C1(Cc2ccccc2C)CCCN(C(=O)c2ccc(OC)o2)C1 (stereo not drawn)	-4	1	-0.2	-4	-1.2	-2	2	-2	i
COc1ccc(CCNC(=O)CN2C(=O)c3ccccc3S2(=O)=O)cc1	18	-3	-0.5	-11	-0.3	-2	-9	-2	i
COc1cccc(NC(=O)N2CCc3nc(NCc4cccc(Oc5ccccc5)c4)ncc3C2)c1	-13	-2	-0.2	-4	0.7	-2	-2	-1	i
COc1ccc(CNC(=O)C2CCCN(S(=O)(=O)c3ccc(-n4cnnn4)cc3)C2)cc1 (stereo not drawn)	-8	-3	0.1	-4	0.5	2	-6	1	i
Cc1cccc(NC(=O)CCC(=O)Nc2nnc(C3CCCCC3)s2)c1	13	-6	-1.0	0	1.2	0	1	1	i
Cc1cc(C(=O)OCC(=O)c2cccs2)c2ccccc2n1	1	-1	-0.2	-3	1.1	1	3	3	i
